NCI-60 one-dose screen, 48 h, at 10 µM unless noted. Numbers give growth in % (100 = growth as untreated, 0 = no growth, -100 = all killed).
NCI-H226: NCI-H226 lung cancer. 79,000 compounds, 3.5% hits. AID 1794732
NCI-H460: NCI-H460 lung cancer | 82,000 compounds, 6.8% hits
A498: A498 renal cancer cells; 76,000 compounds, 5.4% hits
CAKI-1: CAKI-1 renal cancer; 75,000 compounds, 4.7% hits
NCI-H522: NCI-H522 lung cancer; 78,000 compounds, 8% hits; AID 1794739
NCI/ADR-RES: NCI/ADR-RES ovarian cells; 81,000 compounds, 4.4% hits
NCI-H23: NCI-H23 lung cancer | 80,000 compounds, 4% hits | AID 1794731
ACHN: ACHN renal cancer | 81,000 compounds, 4.9% hits | AID 1794771
RXF 393: RXF 393 renal cancer cells | 77,000 compounds, 6.9% hits | AID 1794773
* = called active by the depositor; . = not tested or not shown. How the source made its calls: active means growth percent below 10; inactive means the rest. Compounds as they come. Share with any hit: about 12%.

Structure	NCI-H226	NCI-H460	A498	CAKI-1	NCI-H522	NCI/ADR-RES	NCI-H23	ACHN	RXF 393
COC(=O)c1ccccc1N=CCC(C)CCCC(C)(C)O (stereo not given)	88.7	105.1	75.8	122.0	99.1	96.2	94.8	91.1	100.3
COc1ccc(C(=O)O)c(OC)c1	102.9	113.6	91.4	85.2	99.0	104.9	99.4	104.3	108.1
CC(O)COc1ccc(-c2ccccc2)cc1 (stereo not given)	103.7	99.2	78.7	91.9	.	110.1	108.0	103.0	106.3
O=C(Nc1ccc(S(=O)(=O)O)cc1)c1ccco1	104.1	110.8	84.0	117.6	127.7	108.8	101.8	.	112.8
CCOC(=O)Cn1nnc(-c2ccc(OCc3ccccc3F)cc2)n1	103.5	102.3	40.9	76.5	52.3	57.0	89.0	84.6	79.9
CCCCN(CCCC)CCC(=O)c1ccc(Cl)c2ccccc12	104.5	107.1	95.0	95.9	98.8	107.0	100.9	106.1	97.6
OCCNc1nccc(NCCCNc2ccnc3cc(Cl)ccc23)n1	100.1	104.3	89.6	96.2	83.6	98.5	101.7	104.3	107.3
CCOC(=O)C(NC(=O)c1ccccc1)C(C)(C)SCc1ccccc1 (stereo not given)	90.9	109.5	78.4	94.9	.	85.8	93.2	85.9	94.2
Nc1ccc([N+](=O)[O-])cc1N=C/C=C/c1ccccc1	72.0	54.0	79.3	73.1	10.8	50.9	76.9	81.7	85.1
Cc1ccc2c(c1C)CC[C@H]1[C@H]2CCC2=CC(=O)CC[C@@]21C	83.8	99.9	93.8	92.6	90.1	96.4	84.6	98.3	91.8
CC(C)Cc1ccccn1	91.7	103.3	96.2	.	86.0	100.6	96.3	.	103.5
N#Cc1ccc(-c2nn(-c3ccc(C(=O)O)cc3)cc2CNc2ccc(Oc3ccccc3)cc2)cc1	85.1	40.2	73.0	59.7	66.8	17.1	12.0	47.3	.
COc1cc2nc(-c3ccc(Cl)cc3)cc(OCCN3CCOCC3)c2cc1OC	88.9	105.8	.	81.8	88.5	91.0	106.7	96.7	86.3
NC(=O)CCCN1CCCC1=O	106.1	107.4	106.0	100.9	113.4	108.9	104.6	113.6	175.7
O=[N+]([O-])c1c(F)cccc1Nc1cccc(F)c1	94.7	107.1	80.8	100.8	92.0	109.7	104.2	101.0	102.0
CCOC(=O)c1nc2c3ccccc3ccn2c1C(=O)c1ccc(Br)cc1	99.8	103.0	72.9	.	83.8	88.9	93.6	97.7	93.1
O=C(Nc1ccccc1S)c1ccccc1	102.6	98.7	86.5	.	.	98.1	93.3	104.2	125.1
O=C1CCCCC1CO (stereo not given)	92.0	107.6	84.1	107.0	102.2	103.3	100.2	106.0	97.2
C=C(C)[C@@H]1CC[C@]2(C)[C@H](CC[C@@H]3[C@@H]4[C@@H](O)C(C)(C)CC[C@]4(CO)CC[C@]32C)[C@@]1(C)CCCN	90.7	105.0	91.3	83.8	84.7	102.0	98.6	101.8	100.1
Cc1ccc2c(c1)sc1nc(-c3c[nH]c4ccccc34)c(Nc3ccc(Br)cc3)n12	88.6	101.5	110.7	77.9	88.4	96.9	92.3	98.5	99.8
COCCOC(=O)NC(=O)Nc1ccc(/C(=N/O)c2ccc(Cl)cc2)cc1	33.3	7.8*	-14.2*	30.6	-38.3*	-3.7*	29.2	39.0	-13.1*
CCOC(=O)C1=C(C)N(C)C(=O)N(C)C1c1c(Cl)n(C)c2ccccc12 (stereo not given)	96.1	99.8	87.3	48.0	90.1	87.9	95.9	73.7	99.3
O=C1NC(=O)/C(=C/c2ccc(Cl)c(Cl)c2)N1	92.7	93.9	57.2	90.8	94.3	91.3	82.8	91.8	98.5
NS(=O)(=O)c1ccc(Nc2nc(Nc3ccccc3)nc(N3N=C(c4ccccc4)CC3c3ccccn3)n2)cc1 (stereo not given)	65.9	69.9	.	56.4	81.4	96.3	.	66.4	58.1
O=C1/C(=C/c2ccccc2[N+](=O)[O-])COc2ccc(O)cc21	66.4	29.0	85.8	-15.3*	-40.8*	2.6*	18.8	-13.5*	-9.9*
O=C1OCC/C1=C/OCCO/C=C1\CCOC1=O	.	105.0	82.1	102.6	88.8	100.8	91.4	94.0	107.9
COc1cc(/C=C/C(=O)Nc2ccccc2NC(=O)c2ccc(C(F)(F)F)cc2)cc(OC)c1OC	.	81.0	75.1	72.0	73.5	80.6	86.2	85.5	.
CC(C)c1cccc(C#N)c1	100.9	102.6	92.3	98.9	107.4	91.0	92.8	114.5	102.0
CSc1oc(CCS(=O)(=O)c2ccc(C)cc2)nc1S(=O)(=O)c1ccc(C)cc1	103.4	100.3	79.3	89.8	86.3	91.7	94.0	102.6	102.8
O=C1CCN=C2C=CC(C(F)(F)F)=CN12	104.9	113.8	110.0	110.3	70.3	103.1	102.0	99.7	122.8

Reprinted from the part before: 2 entries, then new ones.
Structure	NCI-H226	NCI-H460	A498	CAKI-1	NCI-H522	NCI/ADR-RES	NCI-H23	ACHN	RXF 393
CSc1oc(CCS(=O)(=O)c2ccc(C)cc2)nc1S(=O)(=O)c1ccc(C)cc1	103.4	100.3	79.3	89.8	86.3	91.7	94.0	102.6	102.8
O=C1CCN=C2C=CC(C(F)(F)F)=CN12	104.9	113.8	110.0	110.3	70.3	103.1	102.0	99.7	122.8
CCOC(=O)CCCn1c2c(c(C)c1-c1ccccc1)C1=NC(=O)CN1C(SC)=N2	109.7	93.8	117.6	99.6	91.7	94.5	110.3	112.1	108.0
O=C(/C=C/c1c(-c2ccc(F)cc2)nc2sccn12)c1ccc2c(c1)OCO2	86.0	102.9	88.6	51.9	71.0	96.1	104.1	94.0	148.0
O=C1N(CO)C2C(N1CO)N(CO)C(=O)N2CO (stereo not given)	106.2	95.4	101.4	105.7	107.3	102.5	101.4	96.1	122.6
CC(=O)N[C@H](C(=O)N[C@H](Cc1ccccc1)C(=O)N[C@H](CS)C(=O)N[C@H](CCCN=C(N)N)C(=O)N[C@H](CCCN=C(N)N)C(=O)N[C@H](CCCN=C(N)N)C(=O)N[C@H](CCCN=C(N)N)C(=O)N[C@H](CCCN=C(N)N)C(=O)N[C@H](CCCN=C(N)N)C(N)=O)[C@@H](C)O	95.3	100.9	90.5	99.2	100.7	114.8	104.8	109.8	107.2
O=C(O)c1ccc2nc(-c3ccc(OCCCCCOc4ccc(-c5nc6ccc(C(=O)O)cc6[nH]5)cc4)cc3)[nH]c2c1	63.4	109.0	53.6	.	92.8	33.1	46.0	98.4	-11.8*
CCCCC(CC)C(=O)OCCCC1CCCO1 (stereo not given)	103.9	106.5	106.0	97.0	.	97.2	100.2	94.5	108.6
CN(C)C(=O)c1ccccc1	108.8	112.1	116.5	97.5	87.8	104.8	104.3	99.2	125.9
COc1cc2c(cc1OC)C(O)C(O)(CO)C(C(=O)O)C2c1cc(OC)c(OC)c(OC)c1 (stereo not given)	99.3	110.1	.	102.2	106.6	103.3	96.4	109.4	113.2
O=C(O)c1ccc(C(=O)O)c(O)c1O	102.8	108.4	105.9	101.9	103.9	104.0	101.3	109.3	117.0
CC(=O)N1N=C(CCC(=O)c2nc3ccc([N+](=O)[O-])cc3[nH]2)OC1c1ccc(Br)cc1 (stereo not given)	88.8	102.1	108.0	.	86.1	92.3	85.3	93.2	98.7
Cc1ncc([N+](=O)[O-])n1CC(C)O (stereo not given)	107.9	106.8	97.8	96.8	.	101.6	100.4	102.0	117.3
C=CCNC(=O)c1ccccc1OCC(=O)O	109.1	111.9	97.6	89.5	101.4	102.4	102.9	108.5	125.1
CC(=O)O[C@]1(C(C)=O)CC[C@H]2[C@@H]3C=C(Cl)C4=CC(=O)CC[C@]4(C)[C@H]3CC[C@@]21C	94.4	105.4	.	94.6	72.2	99.6	114.5	108.1	109.1
Cc1cc(C)c2c(Cn3cc(Cn4c(C)cc(=O)n(Cc5cn(Cc6cc(=O)oc7cc(C)cc(C)c67)nn5)c4=O)nn3)cc(=O)oc2c1	.	102.0	90.2	95.7	98.8	97.9	91.1	94.0	105.6
O=C(O)c1ccc2c3c(cccc13)CC2	107.6	103.4	.	88.4	111.6	109.8	101.1	103.2	105.7
Cc1cc(O)c2c(c1)C1OC(=O)CCCN1C1=C2C(=O)c2cccc(OC3CC(O)C(O)C(C)O3)c2C1=O (stereo not given)	105.7	77.9	.	97.0	68.3	93.1	89.0	87.4	.
COc1ccc([C@H](OC)[C@@]2(Cc3ccc(O)cc3)N=C(N)N(C)C2=O)cc1	93.7	104.6	106.6	107.6	91.4	97.3	99.0	99.2	89.2
CCOC(=O)c1cc(C(=O)c2cc(OC)cc(OC)c2)n2ccc3ccccc3c12	91.8	100.5	89.3	84.5	83.3	92.8	81.5	84.2	61.5
NS(=O)(=O)c1ccc(C(=O)N2N=C(c3ccc(F)cc3)CC2c2ccc(F)cc2)cc1 (stereo not given)	96.7	99.3	100.9	78.0	90.7	99.0	95.6	96.2	85.6
C=C1CC[C@@H]2[C@]3(C)COC(c4ccco4)O[C@@H]3CC[C@@]2(C)[C@@H]1C/C=C1/C(=O)OCC1OC(C)=O (stereo not given in full)	0.9*	37.6	128.8	36.1	-29.9*	8.2*	61.6	33.9	27.5
COCC[C@H]1CCC/C=C/[C@@H]2C[C@H](O)C[C@H]2[C@H](O)/C=C/C(=O)O1	-40.4*	15.1	-31.1*	-18.6*	-28.6*	3.0*	6.1*	4.8*	-5.0*
COc1ccc(Cl)cc1NC(=O)C1CC(=O)Nc2nc(N3CCCCC3)[nH]c(=O)c21 (stereo not given)	93.2	104.6	74.2	90.8	88.2	97.6	92.6	106.6	89.3
CC12CC3OC3CC1CCC1C2CCC2(C)C1CCC21OCCO1 (stereo not given)	.	107.0	84.6	97.4	82.5	95.6	90.2	112.1	104.9
Cc1nc2ccc(Br)cn2c1-c1nnc(SCCC(C)C)o1	78.2	101.9	80.0	83.0	87.4	85.9	78.5	84.1	85.9
O=c1[nH]c2cc(Cl)ccc2c(O)c1/C=N/Nc1nc(-c2ccccc2)cs1	81.7	76.6	102.8	38.5	72.7	72.0	95.4	68.4	98.5
COc1cnc2c(c1)C(=O)c1c-2n(CCCn2ccnc2)c(=O)c2cc(OC)c(OC)cc12	29.7	-47.9*	17.8	9.3*	-80.5*	1.3*	-1.3*	-36.1*	-10.5*
Oc1ccc(CCc2ccccn2)cc1	95.2	105.5	103.5	100.7	98.8	104.1	98.2	92.7	90.9
CCN1CC2(S/C(=N\Nc3ccccc3)N(C)C2=O)C2(C1)C(=O)N(C)c1ccccc12 (stereo not given)	76.1	101.0	82.3	72.4	90.8	95.4	93.7	92.5	108.8
COc1ccc(C(=O)CC(C(=O)O)c2ccc(OC)c(OC)c2)cc1OC (stereo not given)	99.0	110.4	103.3	98.5	90.3	111.3	102.1	91.0	99.2
Cc1ccc(/C=C(\C#N)C(=O)Nc2ncc(Cc3ccccc3Cl)s2)o1	85.8	31.2	78.2	38.6	58.8	74.4	86.3	66.1	86.1
COC(=O)c1oc2c(F)c(-c3ccc(OC)cc3)c(-c3ccccc3)c(-c3ccccc3)c2c1N	110.0	99.9	100.4	72.9	89.1	94.7	96.9	99.3	103.3
Cc1c(C(=O)Nc2nc3ccc(F)cc3s2)nnn1-c1ccccc1F	98.3	97.4	85.0	75.5	92.3	100.3	100.5	89.6	113.7
O=Cc1ccc(Oc2nc(N3CCCCC3)nc(N3CCCCC3)n2)cc1	93.9	101.7	98.0	.	94.9	96.4	97.5	106.2	106.0
COc1cccc(-c2nnc(N)o2)c1	103.4	106.9	97.8	98.4	96.8	102.5	101.2	103.2	94.6
COc1cccc2cc(N(C)c3nc(C)nc4ccsc34)ccc12	.	1.6*	-9.7*	21.5	-15.2*	-6.9*	22.3	18.9	40.0
CC(O)COC(C)COC(C)c1ccccc1 (stereo not given)	111.7	127.6	.	104.4	66.3	110.6	101.5	105.4	126.7
CC(=O)N(Cc1ccccc1)c1nc2c3ccccc3n(C(C)=O)c2s1	97.4	100.4	85.3	97.2	86.8	101.2	100.2	104.1	104.9
CC[C@H](Nc1ncnc(N)c1C(N)=O)c1nc2cccc(NCc3ccc(C(=O)NO)cn3)c2c(=O)n1-c1ccccc1	93.9	99.5	99.4	93.5	83.5	110.0	96.0	100.5	98.0

Complete entries from above. Screens in order: NCI-H226, NCI-H460, A498, CAKI-1, NCI-H522, NCI/ADR-RES, NCI-H23, ACHN, RXF 393
Shown for CC(=O)N(Cc1ccccc1)c1nc2c3ccccc3n(C(C)=O)c2s1 = 97.4, 100.4, 85.3, 97.2, 86.8, 101.2, 100.2, 104.1, 104.9
Shown for CC(O)COC(C)COC(C)c1ccccc1 (stereo not given) = 111.7, 127.6, ., 104.4, 66.3, 110.6, 101.5, 105.4, 126.7
Shown for Cc1c(C(=O)Nc2nc3ccc(F)cc3s2)nnn1-c1ccccc1F = 98.3, 97.4, 85.0, 75.5, 92.3, 100.3, 100.5, 89.6, 113.7
Shown for CC[C@H](Nc1ncnc(N)c1C(N)=O)c1nc2cccc(NCc3ccc(C(=O)NO)cn3)c2c(=O)n1-c1ccccc1 = 93.9, 99.5, 99.4, 93.5, 83.5, 110.0, 96.0, 100.5, 98.0
Shown for O=Cc1ccc(Oc2nc(N3CCCCC3)nc(N3CCCCC3)n2)cc1 = 93.9, 101.7, 98.0, ., 94.9, 96.4, 97.5, 106.2, 106.0

From PubChem BioAssay
